# Compound activity as filed in PubChem.
# RmlCD inh mix: inhibitors of RmlC and RmlD coupled enzymes | RmlC/RmlD coupled enzyme inhibition, 384-well mixture HTS | inhibition, % at 5.5 µM | hit rate 0.39% among 110,000 | AID 1532; in the data active = inhibition above about 30%, passing the limit was not always enough; note: strong numbers were not always called active
# HIV RNase H inh: inhibitors of HIV-1 reverse transcriptase RNase H; P04585; RT-RNase H RNA/DNA duplex cleavage, fluorescence; inhibition, % at 10 µM; hit rate 1.9% among 65,000; in the data active = inhibition above about 50%
# Numbers without * were called inactive; · = no result given. A portion of the library; the hit share may differ from the screen's.
SMILES,RmlCD inh mix,HIV RNase H inh
CCCNC(=S)N1CCC(NC(=O)C23CC4CC(CC(C4)C2)C3)CC1,13,·
Cc1cccc(C)c1NC(=O)CSc1nnc(NC(=O)CN2CCOCC2)s1,-4,·
CCOC(=O)c1cnn(-c2ccccc2)c1-n1cccc1C(=O)C(=O)Nc1ccccc1C(F)(F)F,14,·
COC(CNC(=O)Cn1ncc2ccsc2c1=O)OC,-1,·
CCCC(C)C(=O)N(Cc1ccccc1)c1ccccn1 (centres undefined),8,·
COc1ccc(-c2nnc(SCCC(=O)O)n2C)cc1OC,7,0
O=C(Nc1ccc2c(c1)N(Cc1ccccc1)C(=O)c1ccccc1S2)NC1CC1,2,·
O=C(CN1CCC(C(=O)c2ccc3c(c2)OCCO3)CC1)NC1CCCC1,6,-16
CCOC(=O)C1=C(C)N(C)C(=O)C1CC(=O)O (centres undefined),-10,·
COc1ccc(OC)c(C(=O)COC(=O)c2ccccc2O)c1,-7,-10
O=C(CSc1nc2ccccc2o1)NC(=O)NCc1ccco1,-3,-12
CC1CCN(CCNC(=O)c2ccc(NC(=O)C3CCCO3)cc2)CC1 (centres undefined),-11,0
CNC(=O)OC(C)CNS(=O)(=O)c1ccc(C)cc1 (centres undefined),6,-11
CC(=O)Nc1ccc2c(c1)C(=O)c1ccccc1C2=O,16,·
O=C(CCC1CCCCC1)NNC(=O)NC12CC3CC(CC(C3)C1)C2,-9,·
Cc1nn(CC(=O)Nc2cccnc2N2CCOCC2)c(=O)c2ccccc12,·,-6
c1ccc(Cn2nnc3c(N4CCC5(CC4)OCCO5)ncnc32)cc1,-15,-23
CC(C)(C)C(=O)COC(=O)c1ccc(O)cc1,-7,0
O=C(NC1CCCCC1)C1CCN(C(=O)NCc2ccccc2)CC1,18,1
Cc1ccc(-c2nc3ccc(Cl)cc3n2OC(=O)N(C)C)cc1,43,·
CC(=O)Nc1ccc(C(=O)OCC(=O)N(Cc2ccccc2)C(C)(C)C)cc1,-30,·
CCCCOC(=O)Nc1ccc(C(N)=O)cc1,-11,·
CCn1c(SC(C)C)nnc1-c1cc(-c2ccccc2)sc1N,4,·
C[C@H]1CCC[C@@]2(O[C@H](CCO)C[C@@H](O)[C@@H]2O)O1,5,·
O=C(Nc1ccc(Cl)cn1)Nc1cccs1,-18,-18
O=C(CSc1nc(-c2ccc(F)cc2)cc(C(F)(F)F)n1)NCCN1CCOCC1,9,36
CN1c2ccccc2C(C)(C)C12CCCC(=O)N2 (centres undefined),9,-8
O=C(CCCc1nc(-c2ccccc2)no1)N1CCOCC1,5,-4
CCCOc1ccc2c(C)c(CC(=O)OC)c(=O)oc2c1,-9,-10
COc1ccc(C(C(=O)NC2CCCCC2)N(Cc2ccco2)C(=O)CNC(=O)c2ccco2)cc1 (centres undefined),2,·
COC(=O)c1nn(-c2ccccc2)c(Sc2ccc(Br)cc2)c1/C=N/O,-15,·
O=C1COc2ccc(C(=O)c3ccccc3C(=O)NCc3ccccc3)cc2N1,0,·
CCN1N=C(c2cc(Cl)sc2Cl)CSC1=O,5,·
CC1CCCCN1C(=O)C12CCC(C)(/C(=N/O)C1)C2(C)C (centres undefined),1,-4
O=C(Cc1c(F)cccc1Cl)N1CCCC1,-3,-15
Cc1ccccc1N(C(=O)Cc1cccs1)C(C(=O)NCC1CCCO1)c1cccnc1 (centres undefined),-7,·
CN1C[N+]([O-])=C(c2ccccc2)C1(C)C,-8,1
CC(=O)OCCN(CCOC(C)=O)c1c(C)[nH]c(=O)[nH]c1=O,-5,-8
CCOC(=O)N1CCC(NC(=O)c2cc(C(=O)Nc3ccc(OCC)cc3)ccc2CO)CC1,5,-11
CCOC(=O)c1cnn(-c2nc(-c3ccccc3)nc3c2COC(C)(C)C3)c1N,1,-3
COC(=O)CSc1nnc(-c2ccc(S(=O)(=O)NCc3ccccc3Cl)cc2)o1,-2,·
COc1cccc(-c2[nH]nc3c2C(c2ccoc2)C(C#N)=C(N)O3)c1 (centres undefined),5,·
COc1cc(-n2c(=S)[nH]c3ccccc3c2=O)c(Cl)cc1Cl,-8,·
COCC(=O)NCc1nc2ccccc2[nH]1,-8,-5
CCCOC(=O)Nc1cccc(C(C)=O)c1,-15,·
CCOCCOCCC(C(=O)O)P(=O)(c1ccccc1)c1ccccc1 (centres undefined),2,·
CC1(C)Cc2nc3sc4c(SCC(=O)NCc5ccccc5)ncnc4c3cc2CO1,-3,·
COCCNC(=O)c1onc(CSc2ccccc2F)c1C(=O)O,-7,·
O=C(Cc1c(O)c2ccccc2[nH]c1=O)NCc1cccc(F)c1,-9,-12
C/C(Cn1cnc([N+](=O)[O-])n1)=N\NC(=O)c1ccccc1,-2,·
O=[N+]([O-])c1cc(Br)c(O)c(/C=N/Nc2nnnn2-c2cccc3ccccc23)c1,59,·
COc1ccc(-n2cnnc2SCC(=O)Nc2cc(C(C)(C)C)nn2-c2ccccc2)cc1,-11,·
CCOc1ccccc1OCC(=O)OCC(=O)Nc1ncc(Cl)cc1Cl,7,-6
Cn1c(C(=O)NCCCN2CCCC2=O)cc2c(=O)n3ccccc3nc21,·,-14
CCCN(CCC)C(=O)CC(c1ccccc1)c1ccc(C)cc1O (centres undefined),-11,·
Cc1[nH]nc2ncc(C(=O)c3cc(F)ccc3O)cc12,6,·
NC(=O)CC(NC(=O)c1ccccc1)c1ccc(NC2CCC2)c([N+](=O)[O-])c1 (centres undefined),-11,·
CCCCn1c(NC(=O)c2ccc(F)cc2)c(C#N)c2nc3ccccc3nc21,·,14
CCOc1ccc(-n2nnnc2SCC(=O)N2CCOCC2)cc1,10,·
Fc1ccc(-n2cnnn2)c(F)c1,-13,-10
# Next part:
SMILES,RmlCD inh mix,HIV RNase H inh
CS(=O)(=O)N(Cc1ccc(C(=O)NC2CCCCC2O)cc1)c1ccccc1 (centres undefined),-10,-5
C=CCNC(=O)c1onc(CSc2ccccc2)c1C(=O)O,16,·
c1ccc(Cn2c(-c3cncs3)nc3ccccc32)cc1,-7,·
CCN(CC)C(=O)N1CCC(NC(=O)Cc2ccccc2)CC1,-5,-5
Cc1ccc(CCNC(=O)CCNS(=O)(=O)c2ccc3c(c2)oc(=O)n3C)cc1,5,-16
CCOC(=O)COc1ccc(CCNC(C)=O)cc1,12,-12
Cc1cc(C)n(CC(O)Cn2cnc3c2c(=O)n(C)c(=O)n3C)n1 (centres undefined),-11,·
CCN(CC)CCN1C(=O)C(=O)/C(=C(/O)c2ccc(F)cc2)C1c1cccnc1 (centres undefined),·,-1
COC(=O)c1sccc1-n1cccc1C(=O)C(=O)N1CC(C)OC(C)C1 (centres undefined),-10,·
CC(C)(C)n1nnnc1C(c1ccc(Cl)cc1)N(Cc1cccnc1)Cc1ccco1 (centres undefined),6,·
O=C(NCc1ccccc1)c1onc(CSc2ccccc2)c1C(=O)NCc1ccccc1,6,·
CCCOc1ccc(C(=O)CCC(=O)OCC(=O)N2CC(=O)Nc3ccccc32)cc1,5,·
CC(NC(=O)c1cccnc1)C(=O)N1CCCCC1 (centres undefined),6,-4
Cc1nnc(SCC(=O)Nc2ccc(S(=O)(=O)N3CCCCC3)cc2)s1,-4,·
CCn1c(O)c(C=Nc2ccccc2)n(-c2ccccc2)c1=S,-12,·
CCOC(=O)c1ccc(NC2=CC(=O)C(=O)c3ccccc32)cc1,4,·
COc1ccc(CNC(=O)C2CSC(=O)C2)cc1 (centres undefined),-6,-4
COc1ccc(-n2nnc3c(=O)n(CC(=O)N4CCCC4)cnc32)cc1,-58,1
COc1cccc(CNC(=O)C2CCN(S(=O)(=O)c3cccs3)CC2)c1,-13,·
CCOc1ccc(OCC)c(S(=O)(=O)NCc2ccccn2)c1,9,·
O=C(O)c1cc(NCc2ccccc2C(F)(F)F)ccc1N1CCOCC1,8,-9
CCc1ccc(C(=O)COC(=O)CNC(=O)c2ccco2)cc1,1,-4
C/C=C/COC(=O)c1[nH]c2c(c1C)C(=O)CC(c1ccco1)C2 (centres undefined),-6,23
Cn1c(=O)[nH]c(=O)c2c1nc1n2CCCN1CCc1ccccc1,9,-9
COC(=O)c1cnn2c(C(F)(F)F)cc(-c3ccc(F)cc3)nc12,-29,-4
COc1cc(C(CC(=O)N2CCOCC2)c2c(OC)cc(OC)c3ccc(=O)oc23)cc(OC)c1OC (centres undefined),6,·
CCOC(=O)c1c(O)c2c(n(Cc3ccco3)c1=O)CCCC2,-2,-2
Cc1c(/C=C/C(=O)c2cccs2)cnn1C,11,·
O=C(c1cccc2ccccc12)N1CCN(c2ccccc2F)CC1,7,-7
O=C(CSc1nnc(SCC(=O)c2ccco2)s1)c1ccco1,-20,-23

# Filtered by structure, the compounds so far with bromine
SMILES,RmlCD inh mix,HIV RNase H inh
COC(=O)c1nn(-c2ccccc2)c(Sc2ccc(Br)cc2)c1/C=N/O,-15,·
O=[N+]([O-])c1cc(Br)c(O)c(/C=N/Nc2nnnn2-c2cccc3ccccc23)c1,59,·

# Other structures follow.
SMILES,RmlCD inh mix,HIV RNase H inh
CC[C@H](C)[C@@H]1NC(=O)c2cc([N+](=O)[O-])cc(I)c2SC[C@@H](C(N)=O)NC(=O)[C@H](CCCCN)NC1=O,-19,·
O=C1OC2(CCCCC2)OC(=O)C1=CNc1ccc2c(c1)OCO2,12,-5
CCn1c(C)cc(=S)c2ccccc21,-22,7
C=CCn1c(SCCCc2ccccc2)nc2c1c(=O)[nH]c(=O)n2C,·,-34
COCCNC(=O)c1ccc(CS(=O)(=O)c2c(Cl)cccc2Cl)o1,10,-6
O=C(NC(c1ccccc1)c1c(O)ccc2ccccc12)c1ccccc1Cl (centres undefined),-15,·
NC(=O)Cn1nnc(-c2ccccc2NC(=O)c2cnccn2)n1,-8,·
C=CCOc1cccc(C2C(C(=O)c3ccc(C)o3)=C(O)C(=O)N2c2nccs2)c1 (centres undefined),7,-17
CCOC(=O)CSc1nc2cccnc2n1-c1ccc(F)cc1,1,-9
Cc1ccc(C2CC(c3ccc(Cl)cc3)=NNC2=O)cc1 (centres undefined),-9,·
COCCNC(=O)C(c1cccs1)N(Cc1cccs1)C(=O)Cn1nnc2ccccc21 (centres undefined),0,·
Cc1ccccc1C(=O)Oc1cccc(Nc2ncnc3ccccc23)c1,-60,·
Cc1ccc(SCc2[nH]nc3c2C2(C(=O)N(C)c4ccccc42)C(C#N)=C(N)O3)cc1 (centres undefined),0,7
COc1ccc(NC(=O)C23CC4CC(C2)CC(n2cnc(Br)n2)(C4)C3)c(OC)c1,2,·
Oc1c(CN2CCN(c3ccc(F)cc3)CC2)cc(Cl)c2cccnc12,-17,·

# Single records, from the list above. Order of values: RmlCD inh mix	HIV RNase H inh
# CCCCOC(=O)Nc1ccc(C(N)=O)cc1 is listed with -11	·
# COc1cccc(CNC(=O)C2CCN(S(=O)(=O)c3cccs3)CC2)c1 is listed with -13	·
# CC(=O)Nc1ccc2c(c1)C(=O)c1ccccc1C2=O is listed with 16	·

# Later entries
SMILES,RmlCD inh mix,HIV RNase H inh
COC(=O)c1ccc(/C=N/OCC(=O)NC2CCCCCCC2)cc1,2,·
CN(C)C(=O)c1ccc(NC(=O)c2cncc(Br)c2)cc1,-10,3
Cc1cc(NC(=O)c2c(F)cccc2F)n(-c2nc3ccccc3[nH]2)n1,-25,·
COc1ccc(-n2ncc3c(NCc4ccco4)ncnc32)cc1,-8,-9
N#CCSc1nc2ccc(N3CCCCC3)cc2c(=O)n1Cc1ccccc1,-22,41
CCCCOC(=O)Cn1c(=N)n(CCN(CC)CC)c2ccccc21,-15,·
O=C(Nc1cccc(C(F)(F)F)c1)c1cccnc1N1CCN(CCO)CC1,5,-3
Cc1ccc(S(=O)(=O)N2CCCC2C(=O)NCCc2nc3ccccc3[nH]2)cc1 (centres undefined),5,-12
CCOC(=O)C(NS(=O)(=O)c1ccc(Br)cc1)C(C)C (centres undefined),·,1
COc1ccc(CCNC(=O)C2CC(c3cc(C(F)(F)F)cc(C(F)(F)F)c3)=NO2)cc1 (centres undefined),-1,·
Cc1cc(NC(=O)c2noc3c2CCCCC3)no1,-3,4
CCc1ccc(N(C(=O)c2ccoc2C)C(C(=O)NC2CCCC2)c2ccc(OC)cc2)cc1 (centres undefined),-9,·
NC(=O)c1cccn1Cc1cccc(Cl)c1,3,·
FC(F)(F)c1ccc(N2CCN(c3ncnc4c3nnn4Cc3ccccc3Cl)CC2)cc1,-2,·
COc1ccc(C2C(C(C)=O)=C(O)C(=O)N2CCCn2ccnc2)cc1 (centres undefined),-6,·
O=C(Cc1cccs1)Nc1nc(-c2ccc(F)cc2F)cs1,3,·

# 5 entries from above, bar-delimited:
structure | RmlCD inh mix | HIV RNase H inh
Cc1c(/C=C/C(=O)c2cccs2)cnn1C | 11 | ·
CC[C@H](C)[C@@H]1NC(=O)c2cc([N+](=O)[O-])cc(I)c2SC[C@@H](C(N)=O)NC(=O)[C@H](CCCCN)NC1=O | -19 | ·
C=CCNC(=O)c1onc(CSc2ccccc2)c1C(=O)O | 16 | ·
CCCCn1c(NC(=O)c2ccc(F)cc2)c(C#N)c2nc3ccccc3nc21 | · | 14
CCOC(=O)c1c(O)c2c(n(Cc3ccco3)c1=O)CCCC2 | -2 | -2
